# Casp1 inh: allosteric or competitive inhibitors of human caspase-1 | Caspase-1 enzyme, Ac-WEHD-AFC fluorogenic rate | hit rate 0.03% among 75,000 | Potency, µM (top dose mostly 57.5 µM), inactives show at the top dose activity change, negative = inhibition, usual class: inhibitors;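 further: potency means the concentration at half of the fitted maximal effect; plate controls were vehicle for no effect and no substrate for full effect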
# Casp7 inh: caspase-7 (human) inhibition, allosteric or competitive. Potency, µM (titrated, usually from 57.5 µM), inactives show at the top dose activity change, negative = inhibition, usual class: inhibitors. hit rate 0.02% among 75,000. recombinant caspase-7, Ac-DEVD-AFC fluorescence rate. P55210; active means well fitted inhibition curve with a large enough effect in the main read-out, with a control signal flat, not every such curve was filed as active; inconclusive means small, poorly fitted or top-dose-only effect, or a change in a side signal; further: potency means the concentration at half of the fitted maximal effect; % of control where 0% means no effect
# 15-hLO inh: 15-hLO (ALOX15) enzyme inhibition. P16050. purified 15hLO-1, xylenol orange hydroperoxide absorbance. Potency, µM (doses to about 57.1 µM), for inactives: at the top dose activity change, negative = inhibition, usual class: inhibitors. hit rate 1.4% among 74,000. AID 887; further: potency means the concentration at half of the fitted maximal effect; on the % scale 0 is the no-effect control and ±100 the full control effect; nearly all actives have a fitted effect of over 55% in size
#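 Compounds were preincubated 15 min at room temperature with 40 nM purified human enzyme (25 mM Hepes pH 7.5, 0.01% Triton X-100); 50 uM arachidonic acid reacted 6 min. Fe-xylenol orange detection, 30 min, absorbance ratio 573/405 nm.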
# HEK293 cAMP ctrl: raises cAMP in parental HEK293 cells, TSHR agonist counter-screen; hit rate 2.5% among 73,000; Potency, µM (top dose mostly 57.1 µM), for the others: top-dose activation, usual class: activators; AID 938; parental HEK293 CNG cAMP sensor, membrane potential fluorescence; further: potency means the concentration at half of the fitted maximal effect; % of control where 0% means no effect; nearly all actives have a fitted effect of over 55% in size
#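 Parental HEK 293 cells stably expressing a modified CNG channel (no TSHR) report cAMP rise as membrane depolarization. Membrane potential dye with 100 uM RO 20-1724 was loaded for 60 min at room temperature, then compound added for 30 min; fluorescence read at 590 nm.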
# Rhodamine autofl: rhodamine region autofluorescence | max dye-equivalent concentration, M | AID 594 | hit rate 0.05% among 59,000 | Rhodamine-region fluorescence, 547/598 nm, Tris buffer; active compounds read high; in the data active means max dye-equivalent concentration above about 11 nM; inconclusive means between about 1.1 nM and that limit
#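 Intensities are converted to rhodamine-equivalent concentration using a six-point rhodamine standard on each plate. Compounds sit 15 min at room temperature in 100 mM Tris buffer, pH 8.0; read uses the 547/598 nm excitation/emission pair.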
# USP2a inhib: USP2a (human) protease inhibition; Potency, µM (doses to about 38.3 µM), for the others: top-dose activity change, negative = inhibition, actives largely listed as inhibitors; O75604; USP2a enzymatic assay, qHTS inhibition; hit rate 0.1% among 60,000;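 further: potency means the concentration at half of the fitted maximal effect; nearly all actives have a fitted effect of over 60% in size; plate controls were DMSO for no effect and NEM full inhibition control for full effect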
#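 Coupled readout: USP2-cleaved Ub-PLA2 (20nM final) turns over NBD C6-HPC (20uM final), Ex 460nm/Em 535nm after 2.5 h, time-zero read flagging artifacts. Enzyme (20nM final, pH 8.0 Tris) given 30 min RT with compound first; NEM defines full inhibition.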
# BRCT inh red: BRCT-phosphoprotein interaction inhibition (red fluorophore); hit rate 0.03% among 75,000; Potency, µM (highest dose often 76.9 µM), without a hit: at the highest dose activity change, negative = inhibition, actives largely listed as inhibitors; P38398; BRCT-phosphopeptide binding, red fluorescence polarization; further: on the % scale 0 is the no-effect control and ±100 the full control effect
# Target sequence (P38398 whole entry, looked up): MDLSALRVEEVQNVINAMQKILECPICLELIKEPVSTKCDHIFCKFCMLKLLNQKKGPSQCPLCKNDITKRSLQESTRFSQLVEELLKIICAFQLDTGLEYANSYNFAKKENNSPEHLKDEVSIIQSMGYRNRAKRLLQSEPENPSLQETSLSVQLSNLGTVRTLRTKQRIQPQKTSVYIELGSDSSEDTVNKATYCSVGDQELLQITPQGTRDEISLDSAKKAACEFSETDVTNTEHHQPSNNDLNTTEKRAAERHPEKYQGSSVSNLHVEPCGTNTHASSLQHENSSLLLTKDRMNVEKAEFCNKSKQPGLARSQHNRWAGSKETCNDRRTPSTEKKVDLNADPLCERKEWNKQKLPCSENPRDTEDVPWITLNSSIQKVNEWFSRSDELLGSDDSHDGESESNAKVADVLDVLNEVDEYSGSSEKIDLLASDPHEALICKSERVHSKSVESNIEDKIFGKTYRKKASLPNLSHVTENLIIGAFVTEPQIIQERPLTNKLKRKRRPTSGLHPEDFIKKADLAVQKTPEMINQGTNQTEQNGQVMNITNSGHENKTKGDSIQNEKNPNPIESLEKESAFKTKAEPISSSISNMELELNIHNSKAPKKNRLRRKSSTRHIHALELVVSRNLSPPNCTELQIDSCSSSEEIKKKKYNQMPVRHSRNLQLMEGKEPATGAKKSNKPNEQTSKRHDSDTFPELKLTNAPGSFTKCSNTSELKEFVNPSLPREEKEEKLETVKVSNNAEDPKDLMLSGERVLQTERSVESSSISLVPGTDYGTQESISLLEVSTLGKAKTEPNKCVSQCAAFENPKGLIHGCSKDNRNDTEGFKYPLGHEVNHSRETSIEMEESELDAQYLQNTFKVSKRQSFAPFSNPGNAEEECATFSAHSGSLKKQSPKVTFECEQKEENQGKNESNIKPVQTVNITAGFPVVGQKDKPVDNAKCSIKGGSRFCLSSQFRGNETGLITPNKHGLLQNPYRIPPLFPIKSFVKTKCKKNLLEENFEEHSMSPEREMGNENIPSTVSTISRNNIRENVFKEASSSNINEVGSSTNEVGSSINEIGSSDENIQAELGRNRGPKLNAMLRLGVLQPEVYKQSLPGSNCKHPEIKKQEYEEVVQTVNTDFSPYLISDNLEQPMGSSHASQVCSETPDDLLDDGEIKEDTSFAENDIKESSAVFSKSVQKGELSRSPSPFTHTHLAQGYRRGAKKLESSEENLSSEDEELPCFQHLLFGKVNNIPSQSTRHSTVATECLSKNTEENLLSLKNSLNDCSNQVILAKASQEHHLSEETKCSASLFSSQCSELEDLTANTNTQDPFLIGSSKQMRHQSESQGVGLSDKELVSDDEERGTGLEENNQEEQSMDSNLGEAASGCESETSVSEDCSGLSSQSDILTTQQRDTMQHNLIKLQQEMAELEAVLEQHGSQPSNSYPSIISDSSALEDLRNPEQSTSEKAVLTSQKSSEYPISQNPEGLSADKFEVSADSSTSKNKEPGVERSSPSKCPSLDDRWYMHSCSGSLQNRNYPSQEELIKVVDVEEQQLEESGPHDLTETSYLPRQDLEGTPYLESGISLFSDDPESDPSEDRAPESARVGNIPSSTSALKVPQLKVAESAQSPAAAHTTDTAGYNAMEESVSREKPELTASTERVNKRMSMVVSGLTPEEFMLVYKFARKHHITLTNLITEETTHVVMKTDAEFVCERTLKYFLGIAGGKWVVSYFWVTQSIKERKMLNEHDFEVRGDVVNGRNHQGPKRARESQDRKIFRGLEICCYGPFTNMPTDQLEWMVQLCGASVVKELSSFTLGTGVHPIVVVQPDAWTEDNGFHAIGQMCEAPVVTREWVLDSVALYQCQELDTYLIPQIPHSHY
#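 Fluorescence polarization: 100 nM His-tagged BRCA1 BRCT with 100 nM TAMRA-labelled phospho-BACH1 decapeptide, phosphate buffer pH 7.3 with 150 mM NaCl, DTT, 0.01% Tween 20; 12 min RT. Binding inhibition seen as FP decrease.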
# Pol III holo inh: inhibitors of bacterial DNA polymerase III holoenzyme. reconstituted DNA polymerase III holoenzyme replication, biochemical. Potency, µM (highest dose often 57.1 µM), for the others: at the highest dose activity change, negative = inhibition. hit rate 0.25% among 71,000. AID 603; further: potency means the concentration at half of the fitted maximal effect; on the % scale 0 is the no-effect control and ±100 the full control effect
#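 Reconstituted *E. coli* holoenzyme (0.35 nM Pol III, 1 nM beta, 154 nM SSB, 2 nM primase) was preincubated with compound for 15 min at RT. Synthesis on 1.4 nM ssM13Gori ran 35 min, then was stopped with PicoGreen/EDTA and read as dsDNA fluorescence.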
# Tau filament bind: binds recombinant human tau filaments; Potency, µM (doses to about 57.1 µM), for inactives: at the top dose activity change, negative = inhibition; P10636; recombinant tau filaments, thioflavin S fluorescence, 15 h; filaments grown with octadecylsulfate alongside compound; hit rate 2% among 71,000;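 further: potency means the concentration at half of the fitted maximal effect; on the % scale 0 is the no-effect control and ±100 the full control effect; actives lower thioflavin S fluorescence by blocking filaments or displacing dye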
#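 ThS-based fibril read: tau 1 uM final, inducer ODS 30 uM final, 37 C for 15 h, ex 450/em 510 nm.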
# HADH2 inh: inhibitors of human HADH2 dehydrogenase | recombinant HADH2, NADH fluorescence, beta-hydroxybutyryl-CoA | Potency, µM (top dose mostly 57.1 µM), without a hit: top-dose activity change, negative = inhibition, usual class: inhibitors | Q99714 | hit rate 3.4% among 73,000 | AID 886; further: potency means the concentration at half of the fitted maximal effect; on the % scale 0 is the no-effect control and ±100 the full control effect; nearly all actives have a fitted effect of over 60% in size; many of its hits are not listed in these tables
#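 His-tagged recombinant enzyme from E. coli, 20 nM, preincubated 15 min RT with compound; reaction started with 1 mM NAD+ and 90 uM beta-hydroxybutyryl-CoA in 100 mM Tris-HCl pH 9.0. NADH fluorescence (ex 360/em 450) read over 4 min; last-minus-first difference.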
# BRCT PPI green: inhibitors of human BRCA1 BRCT-phosphoprotein interaction (green fluorophore). P38398. BRCA1 BRCT-phosphopeptide binding, green fluorescence polarization. Potency, µM (titrated, usually from 76.9 µM), for inactives: at the top dose activity change, negative = inhibition, hits mostly inhibitors. hit rate 0.05% among 75,000;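 further: potency means the concentration at half of the fitted maximal effect; plate controls were peptide without protein for full effect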
#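 Compounds were incubated for 12 min at room temperature with a complex of 100 nM fluorescein-tagged pBACH1 decapeptide and 250 nM His-tagged BRCT protein. Buffer was phosphate pH 7.3 with EDTA, DTT and Tween 20. Disruption of binding lowers the polarization signal.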
# Starred values were filed as active, the others as inactive; i = inactive; ? = inconclusive; nt = not tested or not shown; [ ] = dose if it differs, or a comment. Unless noted, the call rests on the fitted dose curve; in most records, active means well fitted curve in the direction sought with a large enough effect; inconclusive means small, poorly fitted or top-dose-only effect, or another doubt; inactive means no such curve, though single readings can be large; an effect the other way counts as inactive or inconclusive.
SMILES,Casp1 inh,Casp7 inh,15-hLO inh,HEK293 cAMP ctrl,Rhodamine autofl,USP2a inhib,BRCT inh red,Pol III holo inh,Tau filament bind,HADH2 inh,BRCT PPI green
COc1ccccc1N(CC(O)CN(c1ccccc1)S(C)(=O)=O)S(=O)(=O)c1ccccc1 (stereo not drawn),-2%,2%,11%,16%,i,14%,-2.4%,-7%,8%,7%,-5.1%
COc1ccc(OC)c(NC(=O)c2nnn(CCc3ccccc3)c2N)c1,-2%,-4%,-9%,0%,nt,nt,-1.3%,-4%,79%,25µM*,-4.7%
Cn1c(SCC(=O)NC2CCCCC2)nnc1-c1cc2cc(Cl)ccc2o1,1%,1%,5%,28%,i,33%[activator],-1.0%,-4%,8%,-7%,0.5%
Cc1cc(N2CCC3(CC2)OCCO3)n2nc(C)c(-c3ccc(Cl)cc3)c2n1,0%,-2%,-2%,2%,i,1%,-1.3%,-13%,8%,-18%,2.1%
Cc1noc(C)c1S(=O)(=O)N(CC(=O)NCc1ccc(Cl)cc1)c1ccc2c(c1)OCO2,-2%,-2%,2%,4%,nt,nt,-0.2%,-5%,58%,5%,-1.0%
O=C(CN(C(=O)CNS(=O)(=O)c1ccccc1)c1ccc2c(c1)OCCO2)NC1CCCCC1,-2%,1%,-3%,12%,i,13%,1.9%,-1%,-2%,-4%,-0.8%
Cc1ccccc1-n1c(Cn2c(=O)sc3ccccc32)nnc1SCC(=O)N1CCOCC1,-3%,1%,1%,5%,nt,nt,0.5%,-11%,1%,-1%,0.6%
CCOc1ccc(/C(O)=C2\C(=O)C(=O)N(CCN(C)C)C2c2cc(OC)ccc2OC)cc1Cl (stereo not drawn),-1%,0%,-6%,2%,i,6%,-0.1%,3%,-6%,-2%,0.1%
CCn1c(SCC(=O)Nc2nc3ccccc3s2)nnc1-c1ccc(OC)cc1,-2%,0%,-11%,15%,i,42%[activator],-3.3%,-10%,165%,19%,-5.2%
COC(=O)c1[nH]c2ccc(C)cc2c1NC(=O)CN1CCN(c2ccc(F)cc2)CC1,-2%,-2%,-10%,-1%,i,24%,0.3%,-1%,-7%,-12%,-2.0%
O=C(NCc1ccccc1)c1c[nH]c2ccc(S(=O)(=O)Nc3ccc4c(c3)OCCO4)cc2c1=O,-14%,-2%,-28%,0%,i,29%,1.7%,-7%,23%,-13%,3.3%
CSCCC(Nc1nc2ccccc2s1)C(=O)O (stereo not drawn),-1%,1%,14%,21%,i,nt,1.0%,-4%,-1%,18%,-1.0%
CCOC(=O)N1CCN(c2ccc(S(=O)(=O)N(Cc3ccccc3)Cc3ccccc3)cn2)CC1,-3%,-2%,-5%,?,i,2%,-0.2%,-7%,213%,23%,-0.1%
CCN1C(=O)CC(N2CCC(Cc3ccccc3)CC2)C1=O (stereo not drawn),0%,-1%[0.00368 µM],?,1%,i,-14%,-1.2%,2%,-4%,14%,-2.0%
Cc1ccc(OCc2nc(-c3ccccn3)no2)c(Br)c1,1%,0%,2%,16%,nt,8%,1.3%,2%,16%,3%,-0.1%
c1csc(CN2CCN(Cc3cccs3)C2c2cccs2)c1,1%,0%,28%,?,i,-22%,-0.3%,-5%,-9%,-20%,0.5%
COC(=O)c1ccccc1NC(=O)c1c(O)c2cccc3c2n(c1=O)CCC3,1%,2%,7%,3%,i,nt,-1.1%,-8%,9%,-4%,-0.2%
COc1ccc(Cl)cc1NC(=O)CN1CCC(n2nnc3cc(F)ccc32)CC1,-3%,-1%,-5%,19%,i,224%[activator],0.2%,-6%,6%,15%,-0.5%
CCCC(=O)c1cc(O)c(O)cc1O,-1%,-6%,4µM*,?,nt,nt,-0.5%,?,?,1.6µM*,-1.1%
CCCOC(=O)C1C2C=CC3(CN(c4ccc(Cl)c(F)c4)C(=O)C13)O2 (stereo not drawn),-4%,-7%,-2%,24%,nt,nt,0.6%,2%,9%,11%,-1.9%
CCCn1c(=N)n(CC(=O)c2cccs2)c2ccccc21,0%,-1%,1%,12%,nt,nt,-1.0%,nt,nt,10%,-1.3%
COC(=O)c1c(NC(=O)c2ccc(Br)s2)sc2c1CCC2,-12%,-17%,-11%,6%,i,40%[activator],1.1%,2%,-4%,?,-3.8%
Cc1ccc(N(CC(=O)NC2CCCC2)C(=O)CCCC(=O)Nc2ccccn2)cc1C,1%,0%,0%,6%,i,64%[activator],0.6%,-14%,5%,12%,-0.2%
COC(=O)c1c(O)ccc(Oc2ccccc2)c1C(=O)OC,-3%,-1%,-7%,-7%,nt,nt,0.1%,nt,nt,-8%,-0.9%
O=C1CC(N2CCN(CCc3ccccn3)CC2)C(=O)N1c1ccc(Cl)cc1 (stereo not drawn),1%,-3%,4%,-4%,i,7%,-0.3%,-1%,13%,5%,-2.1%
CC1=C(C(=O)OCc2ccccc2)C(c2ccco2)n2ncnc2N1 (stereo not drawn),1%,-1%,6%,2%,nt,nt,0.4%,-8%,61%,?,-1.6%
CCCCN1c2ccccc2N(CCCO)c2cc(C)nnc21,2%,-2%,10%,8%,i,-8%,-1.7%,-5%,3%,2%,0.4%
COc1cccc(C(=O)CSc2nnc(-c3cccs3)o2)c1,-3%,0%,4%,?,i,1%,-1.8%,-5%,64%,-23%,-2.0%
CN(C)CC(=O)Nc1ccc(S(N)(=O)=O)cc1,0%,0%,0%,2%,nt,0%,-0.3%,-1%,9%,-5%,-2.5%
CC1CCCCC1NC(=O)Cn1[nH]c(=O)c2ccccc2c1=O (stereo not drawn),1%,5%,-17%,21%,i,7%,-2.2%,-3%,-2%,13%,-1.7%
COc1cc(-c2nnc(SCc3c(F)cccc3Cl)o2)cc(OC)c1OC,-3%,-5%,-12%,32µM*,nt,-2%,1.7%,5%,44%,-13%,0.3%
CC(=O)C(Sc1nn(C)c(=S)s1)C(=O)Nc1ccccc1 (stereo not drawn),1%,0%,7.9µM*,20µM*,i,-2%,-0.5%,-2%,9%,?,-3.2%
NC(=O)C1CCN(C(=O)c2ccc(C(F)(F)F)cc2)CC1,2%,0%,8%,-2%,i,-6%,-0.4%,-1%,0%,13%,-1.6%
CCOc1ccccc1NC(=O)C1CCCN(S(=O)(=O)c2ccc(OC)c(C)c2)C1 (stereo not drawn),-1%,0%,-19%,20%,i,-2%,-1.8%,3%,-3%,7%,-0.4%
COc1ccccc1NC(=O)CSc1nnc(-c2ccncc2)n1CC1CCCO1 (stereo not drawn),4%,-1%,9%,-1%,i,-3%,0.4%,-1%,-8%,1%,-2.2%

# Ordered by count of non-hydrogen atoms (highest first): some entries from above
SMILES,Casp1 inh,Casp7 inh,15-hLO inh,HEK293 cAMP ctrl,Rhodamine autofl,USP2a inhib,BRCT inh red,Pol III holo inh,Tau filament bind,HADH2 inh,BRCT PPI green
Cc1ccc(N(CC(=O)NC2CCCC2)C(=O)CCCC(=O)Nc2ccccn2)cc1C,1%,0%,0%,6%,i,64%[activator],0.6%,-14%,5%,12%,-0.2%
CCOc1ccccc1NC(=O)C1CCCN(S(=O)(=O)c2ccc(OC)c(C)c2)C1 (stereo not drawn),-1%,0%,-19%,20%,i,-2%,-1.8%,3%,-3%,7%,-0.4%
O=C1CC(N2CCN(CCc3ccccn3)CC2)C(=O)N1c1ccc(Cl)cc1 (stereo not drawn),1%,-3%,4%,-4%,i,7%,-0.3%,-1%,13%,5%,-2.1%
CC1=C(C(=O)OCc2ccccc2)C(c2ccco2)n2ncnc2N1 (stereo not drawn),1%,-1%,6%,2%,nt,nt,0.4%,-8%,61%,?,-1.6%
CC1CCCCC1NC(=O)Cn1[nH]c(=O)c2ccccc2c1=O (stereo not drawn),1%,5%,-17%,21%,i,7%,-2.2%,-3%,-2%,13%,-1.7%
COC(=O)c1c(O)ccc(Oc2ccccc2)c1C(=O)OC,-3%,-1%,-7%,-7%,nt,nt,0.1%,nt,nt,-8%,-0.9%
NC(=O)C1CCN(C(=O)c2ccc(C(F)(F)F)cc2)CC1,2%,0%,8%,-2%,i,-6%,-0.4%,-1%,0%,13%,-1.6%

# Source: PubChem BioAssay (National Center for Advancing Translational Sciences (NCATS))

# These rows are one share of the data; rates above refer to the full screens.
